Glyco luc inh – increase of ERlucT glycosylation luciferase signal, primary screen, N-linked glycosylation inhibitor project, D54 ERlucT cells, luminescence, set 2; D54 ERlucT glycosylation luciferase reporter, 24 h; percent of 100 nM tunicamycin response; reporter increase, % at 12.5 µM; 360,000 compounds, 0.23% hits; AID 588692, 2011;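 active = mean luciferase reporter signal, scaled so untreated is 0 and the glycosylation-blocking control 100, at or above a set limit in every replicate; inconclusive = mean reaches the limit but not every replicate does; inactive = mean below the limit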;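 also: luciferase carries N-glycosylation sites so blocking glycosylation raises the light; 0% = median of neutral control wells and 100% = median of 100 nM tunicamycin wells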
ABCB6 inh 2 – ABCB6 transporter inhibitors, primary screen, K562-ABCB6 cells, flow cytometry, MLPCN library; fluorescence ratio to DMSO, % at 10 µM; ATP-binding cassette sub-family B member 6 (Homo sapiens), Q9NP58; K562-ABCB6 porphyrin accumulation, 1 h; hits give low values; AID 602162, 2011; 360,000 compounds, 0.19% hits;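 active = fluorescence ratio to DMSO below 75%, the collection mean minus 3 SD; inconclusive = too few cells collected in the well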;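 also: signal is porphyrin accumulated inside mitochondria; 100% equals median channel fluorescence of DMSO control wells; lower ratio means ABCB6 inhibition with less porphyrin fluorescence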
Granule exo inh – LAMP-1 surface exposure blockers, TALL-104 cells – cell-based, flow cytometry, MLPCN library, primary screen. TALL-104 LAMP-1 surface exposure; cells stimulated with thapsigargin and PMA. inhibition, % at 10 µM. 360,000 compounds, 0.66% hits. AID 651702, 2012;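 active = inhibition above about 55%, limit read from the data; inconclusive = no clear call, values can overlap the other calls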
Vif imaging – HIV Vif self-association inhibitors, primary screen, imaging, HEK293T, single point | inhibition, % at 7.49 µM | HEK293T cells, Vif self-association by quenched fluorescence, 24 h | 340,000 compounds, 0.35% hits | AID 602346, 2012; in the data active = inhibition above about 50%, passing the limit was not always enough; inconclusive = no clear call, values can overlap the other calls; inactive = below about 31%; also: some results filed as inactive read as strong as hits
CaV13 FRET inh – Disruptors of the CACNA1D IQ motif to Ca2+-dependent inactivation inhibitor domain association, primary screening, Förster resonance energy transfer in intact living …; HEK cells, CFP/YFP FRET ICDI-IQ, plate reader, 10 min; percent FRET-ratio fall versus neutral wells; inhibition, % at 12.3 µM; 340,000 compounds, 0.098% hits; AID 743397;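 active = mean replicate inhibition of at least 30% and at least 1% of replicates passing that level; inconclusive = only one of the two criteria is met; inactive = neither criterion is met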;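 also: 0% = median of the neutral control wells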
PDI turbidity – inhibitors of human PDI, primary screen, biochemical, turbidity, single point, plate reader | Protein disulfide-isomerase (Homo sapiens), P07237 | PDI insulin aggregation turbidity, A650, 90 min | inhibition, % at 10 µM | 350,000 compounds, 0.052% hits | AID 588391, 2011;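 active = mean inhibition across replicates of 30% or more, whatever share of single replicates reach that level; inconclusive = mean inhibition below 30% while every single replicate reaches 30%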;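 also: absorbance from insulin aggregation driven by PDI reduction with DTT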
Target sequence (P07237 whole entry, looked up): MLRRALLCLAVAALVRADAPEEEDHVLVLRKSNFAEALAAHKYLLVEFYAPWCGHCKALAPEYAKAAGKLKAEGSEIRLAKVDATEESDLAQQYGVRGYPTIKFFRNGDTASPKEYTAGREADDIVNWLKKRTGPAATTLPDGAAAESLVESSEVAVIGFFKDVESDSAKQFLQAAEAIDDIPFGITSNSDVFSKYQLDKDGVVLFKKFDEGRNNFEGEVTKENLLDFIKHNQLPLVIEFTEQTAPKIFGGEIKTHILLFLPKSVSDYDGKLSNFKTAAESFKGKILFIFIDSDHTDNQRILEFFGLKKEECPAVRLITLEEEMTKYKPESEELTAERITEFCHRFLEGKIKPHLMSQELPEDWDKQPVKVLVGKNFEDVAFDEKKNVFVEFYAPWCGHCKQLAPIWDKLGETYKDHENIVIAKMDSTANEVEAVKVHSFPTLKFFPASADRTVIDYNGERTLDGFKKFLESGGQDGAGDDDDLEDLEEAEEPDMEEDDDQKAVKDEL
hiPSC survival – enhancers of single-cell hiPSC survival, primary screen, ATPlite luminescence | 100% = ROCK inhibitor wells, 0% = DMSO | 360,000 compounds, 0.044% hits | survival enhancement, % at 20 µM; in the data active = survival enhancement above about 18%;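 also: cells exposed to compounds for 16 hours before the ATP read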
HTR2A ag – mouse Htr2a agonists via beta-arrestin recruitment, primary screen, cell-based, luminescence; 5-hydroxytryptamine receptor 2A (Mus musculus), P35363; CHO-K1 mHTR2A beta-arrestin complementation; percent of 30 µM serotonin response; activation, % at 7.6 µM; 360,000 compounds, 0.66% hits; AID 624169, 2012;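 active = activation above a run cutoff, the mean activation of all tested compounds plus 3 SD, cut at about 14% in these data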;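 also: 0% = plate median of compound wells and 100% = 30 µM serotonin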
Target sequence (P35363 whole entry, looked up): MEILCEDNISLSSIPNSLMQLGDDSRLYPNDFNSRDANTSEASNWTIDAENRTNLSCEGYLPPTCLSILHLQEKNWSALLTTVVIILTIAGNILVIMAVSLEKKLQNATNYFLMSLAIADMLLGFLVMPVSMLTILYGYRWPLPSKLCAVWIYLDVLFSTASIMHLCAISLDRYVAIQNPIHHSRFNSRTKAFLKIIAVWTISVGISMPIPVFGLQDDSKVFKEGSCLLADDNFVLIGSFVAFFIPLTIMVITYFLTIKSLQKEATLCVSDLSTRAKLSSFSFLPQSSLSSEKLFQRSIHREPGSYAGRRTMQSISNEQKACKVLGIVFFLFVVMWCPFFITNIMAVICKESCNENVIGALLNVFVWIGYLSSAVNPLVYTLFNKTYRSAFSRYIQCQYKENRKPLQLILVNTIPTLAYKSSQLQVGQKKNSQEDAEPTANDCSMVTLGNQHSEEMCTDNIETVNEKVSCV
aDG glyco up – activators of alpha-DG glycosylation, primary screen, uHTS, Pro5-aDG cells, AlphaScreen | alpha-DG glycosylation AlphaScreen (IIH6); 0% Pro5, 100% B10-LARGE cell signal | activation, % at 10 µM | 360,000 compounds, 0.22% hits | AID 624168, 2012;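 active = activation of at least 8% versus controls, or a plate z-score of at least 8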;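 also: Pro5 are CHO cells carrying HIG-tagged alpha-DG that lacks glycosylation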
H9c2 protect – cardioprotection against H2O2-induced cell death, primary screen, uHTS, H9c2 cells, ATPLite luminescence. H9c2 cardiomyocytes, H2O2 injury protection, 2 h. protection from H2O2 cell death, % at 20 µM. 360,000 compounds, 0.63% hits;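 active = compounds giving at least 50% protection of heart cells from peroxide-induced death in the single-dose screen, raw or plate-pattern-corrected value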;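 also: 0% = DMSO wells with peroxide and 100% = DMSO wells without peroxide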
* = called active by the depositor; ? = inconclusive; . = not tested or not shown.

SMILES | Glyco luc inh | ABCB6 inh 2 | Granule exo inh | Vif imaging | CaV13 FRET inh | PDI turbidity | hiPSC survival | HTR2A ag | aDG glyco up | H9c2 protect
CC(=O)c1c(N2CCN(c3ccc(F)cc3)CC2)nc(=S)n(-c2ccccc2)c1C | -1 | 100 | -2 | 0 | -2 | 1 | -0.9 | -5 | -0.2 | -6
O=C(Nc1cccc(C(F)(F)F)c1)Nc1ccc(N2CCCC2)c(S(=O)(=O)Nc2ccccc2Cl)c1 | -12 | 93 | 9 | -26 | -6 | 17 | -1.6 | -9 | 0.3 | -19
O=C(CN1C(=O)NC2(CCCCCC2)C1=O)c1cccs1 | -2 | 96 | -6 | -1 | -13 | 8 | 0.0 | -11 | 0.0 | 4
CC(=O)OCn1nnc2ccccc2c1=O | 0 | 113 | 3 | 4 | -5 | 7 | 1.2 | 0 | 0.6 | 28
O=c1cc(Cl)c(-c2ccccc2)n[nH]1 | 3 | 91 | -2 | 3 | -3 | 5 | -2.5 | -1 | -0.3 | 4
Cc1c(-c2nc(N)nc(Nc3ccccc3)n2)oc2ccccc12 | 16 | 98 | 4 | 2 | . | 0 | 3.1 | 1 | -0.3 | 5
O=C1CCCN1CCCNC(=S)Nc1ccccc1Cl | 1 | 98 | 0 | -5 | -18 | 2 | -0.3 | 2 | 6.2 | -4
Cc1cc(C)c(NC(=O)C2CCCN2C(=O)NC2CCCCC2)c(C)c1 (stereo not given) | 5 | 98 | 0 | 1 | -4 | 2 | 1.7 | 7 | 0.1 | 2
CC(C)(C)C(=O)Cn1c(=N)n(Cc2ccccc2)c2ccccc21 | -2 | 108 | -3 | 17 | -5 | 1 | 4.1 | 6 | -0.1 | -10
O=C(N/N=C/C(Cl)=C/c1ccccc1)c1cnccn1 | 2 | 92 | 0 | 8 | . | -8 | -5.5 | 0 | -0.3 | -19
O=C(Nc1ccccc1)Nc1ncc(C(F)(F)F)cc1Cl | 0 | 103 | -4 | . | -14 | 2 | 3.7 | 1 | 0.0 | -4
CCOC(=O)[C@]12CCCC=C1N(Cc1ccc(Cl)cc1Cl)C(=O)[C@H](CC(=O)N1CCCC1)C2 | . | 94 | -11 | . | -2 | . | 0.4 | 3 | -0.4 | .
O=c1cc(CN2CCN(c3ccc(F)cc3)CC2)nc2sccn12 | -2 | 98 | 3 | 23 | -6 | 14 | 4.5 | 0 | -0.1 | 2
Cc1nc2ccccc2n1C1CCN(C(=O)Nc2ccccc2)CC1 | 2 | 92 | 8 | 9 | 1 | 1 | -1.7 | 3 | -0.1 | -6
Cc1cc(C)c(C(=O)O)c(Cl)n1 | -1 | 99 | 8 | 4 | -3 | -2 | 0.0 | 4 | -0.2 | 1
Oc1cccc(C=NCc2ccccc2)c1 | . | 96 | 2 | . | -6 | 18 | -0.9 | 3 | 51* | -10
Cn1nnnc1SCCNCc1ccccc1OCc1ccccc1Cl | -3 | 97 | -2 | 2 | -13 | 8 | -0.1 | -5 | 1.3 | -12
CCC(O)CNC(=O)CCc1nnc(C2(c3ccc(Cl)cc3)CCC2)o1 (stereo not given) | 0 | 97 | -2 | -6 | 0 | -1 | -0.7 | 4 | -0.4 | -8
CCn1c(C)c(C)c2cc(C(=O)NCCCN3CCN(C)CC3)ccc21 | -2 | 104 | 1 | 5 | -3 | 0 | 0.0 | 0 | 0.3 | -4
Cc1cc(NC(=O)Cc2c(F)cccc2Cl)no1 | 0 | 98 | -10 | 15 | -5 | 3 | 5.2 | 0 | -0.2 | 2
CN1CCN(C(CNC(=O)c2ccc(Br)o2)c2ccc(F)cc2)CC1 (stereo not given) | -1 | 98 | 0 | . | -2 | -5 | -0.3 | -3 | 0.3 | 5
CC1CCN(C(=S)NC(=O)c2cccs2)CC1 | -1 | 89 | 2 | -1 | -1 | -8 | 1.3 | -2 | 0.2 | 6
CCC(C)OC(=O)C[N+](C)(C)CCOC1CC2CCC1(C)C2(C)C (stereo not given) | 6 | 94 | -3 | 4 | -17 | -3 | 1.5 | -2 | -0.3 | -11
CCN1C(=O)CC(NNC(=O)c2ccccc2)C1=O (stereo not given) | 0 | 94 | 3 | -4 | -3 | -5 | 2.0 | -3 | 0.3 | -3
CCCS(=O)(=O)NC(=O)C1(C)CCCN(C(=O)c2ccc(C(F)(F)F)cc2)C1 (stereo not given) | 0 | 102 | -11 | 8 | -7 | 0 | 3.1 | -6 | -0.4 | -2
CCCCn1c(=O)[nH]c(=O)c2c1nc(-c1ccc(C(F)(F)F)cc1)n2C | 5 | 87 | 0 | 26 | -6 | 0 | 2.0 | 1 | 1.0 | -12
CCN(CC)C(=O)C1=C(C)N(Cc2ccc(F)cc2)C(=O)C(CC(=O)NCCN2CCOCC2)C1 (stereo not given) | -8 | 101 | 20 | 6 | -4 | 5 | 0.1 | 0 | -0.1 | -4
O=C(Nc1cccc(S(=O)(=O)NC2=NCCC2)c1)c1ccc(F)cc1 | -1 | 92 | -3 | -1 | -6 | -5 | -0.6 | -3 | 0.0 | -5
Cc1csc(SC(C)C(=O)Nc2ccc3c(c2)OCCO3)n1 (stereo not given) | -6 | 102 | 1 | -2 | -1 | 2 | 0.0 | 1 | 0.5 | 2
CN(Cc1ccccn1)Cc1cn(Cc2ccccc2)nc1-c1ccc2c(c1)OCO2 | -3 | 93 | 15 | 1 | 0 | 2 | -0.1 | -2 | 0.1 | -1
CC(C)c1ccc(CCNC(=O)CSC(=S)N2CCCC2)cc1 | 4 | 97 | -1 | 11 | -3 | -3 | -0.2 | 2 | 0.0 | -6
Cc1cc(C)n2nc(SCC(=O)NC(=O)c3ccc(OC(F)F)cc3)nc2n1 | 0 | 102 | -6 | 7 | -5 | -5 | 0.3 | 4 | 1.0 | 4
COc1ccccc1C1CCN(C(=S)Nc2ccc(Br)cc2)CC1 | 0 | 101 | -1 | ? | -5 | -8 | -0.8 | 2 | 0.2 | -4
O=C(CCc1ccccc1)N1CCN(c2ccc([N+](=O)[O-])cc2)CC1 | -2 | 98 | 1 | -15 | -4 | -2 | 0.2 | 0 | 1.9 | -10
Cc1ccc(CC2CC(=O)N(c3cc(C)ccc3C)C2=O)cc1 (stereo not given) | -2 | 96 | -3 | -3 | -5 | 1 | -0.6 | -9 | 0.1 | -2
C/C(CC(=O)NCc1ccco1)=N\NC(=O)Cc1ccc(Cl)cc1 | -2 | 109 | 1 | 1 | . | -1 | -2.0 | -1 | -0.1 | 1
CCS(=O)(=O)c1nc(S(=O)(=O)c2ccc(Cl)cc2)c(N2CCN(CCO)CC2)s1 | -4 | 99 | 0 | -1 | -3 | 0 | 0.7 | -11 | -0.4 | 9
COc1ccccc1/C=C1\SC(=S)N(N2C(=O)CCCC2=O)C1=O | -1 | 90 | 0 | -3 | -14 | -2 | -0.2 | -1 | -0.1 | 5
Cc1ccc(C(=O)OCc2ccc3c(c2)OCO3)cc1S(=O)(=O)N1CCCCC1 | -3 | 96 | -11 | -13 | -7 | -22 | -1.1 | -2 | 0.2 | -10
COc1ccc(C(C)(C)C)cc1NC(=O)COC(=O)CSCc1c(C)noc1C | 2 | 96 | 0 | 3 | -6 | 2 | 0.0 | 2 | 0.1 | 1
Cc1c(N2C(=O)CSC2c2ccc([N+](=O)[O-])cc2)c(=O)n(-c2ccccc2)n1C (stereo not given) | -1 | 90 | -1 | -3 | -3 | 5 | 1.0 | 1 | 0.0 | 3
CCOC(=O)c1cn[nH]c1NC(=S)Nc1ccc(Cl)cc1 | -17 | 91 | 38 | -7 | -5 | -6 | -0.5 | 0 | 0.1 | -13
CC1(C(=O)NC2CCCCC2)CCC(=O)N1CC(F)(F)F (stereo not given) | 2 | 90 | -2 | . | -10 | . | 1.7 | 2 | -0.1 | 10
COC(=O)C(O)(CC(=O)Nc1ccc(C)c(F)c1)C(F)(F)F (stereo not given) | 3 | 100 | 0 | -1 | -9 | 0 | -1.4 | 6 | 0.0 | -2
CCN(Cc1ccccc1)C(=O)C(C)OC(=O)c1cc(S(=O)(=O)Nc2c(C)n(C)n(-c3ccccc3)c2=O)ccc1C (stereo not given) | -1 | 93 | 1 | 9 | -5 | -5 | -2.4 | -3 | -0.2 | 3
COC(=O)[C@]12CCCCC=C1N(CCC1=CCCCC1)C(=O)[C@H](CC(=O)N1CCOCC1)C2 | . | 97 | -3 | . | -4 | . | -0.2 | 1 | 0.2 | .
CC1CCCN(Cc2cnc(Cl)s2)C1 (stereo not given) | 1 | 84 | 2 | 8 | -1 | 2 | 0.5 | -2 | 0.1 | -2
Cc1[nH]c2ccccc2c1-c1csc(NC(=O)CSCCO)n1 | 8 | 99 | 2 | 0 | 6 | -2 | 0.5 | -8 | 0.1 | -4
COc1ccc(/C=C2/SC(=S)NC2=O)cc1OCc1ccccc1 | -3 | 103 | 8 | -8 | -2 | 1 | -0.4 | 1 | 0.0 | -10
NC(=O)c1ccc(N2CCCC2)nc1 | 2 | 94 | -3 | 1 | -6 | 8 | 1.1 | -5 | 0.1 | 7
O=C1C2CC=C(Cl)CC2C(=O)N1CCC[n+]1cccc2ccccc21 (stereo not given) | 1 | 99 | -5 | . | -4 | -2 | 0.3 | 8 | -0.1 | -7
CC1=CCC[C@@H]2[C@]3(CC/C(=C/CO)CO)CO[C@@]2(C1)[C@@H](O)C[C@H]3C | 1 | 102 | -3 | -13 | . | . | 2.0 | -2 | -0.2 | 2
CCC(C)NC(=O)CSc1ccc(S(=O)(=O)N2CCN(Cc3ccccc3)CC2)cn1 (stereo not given) | -1 | 91 | 4 | -2 | -5 | 1 | -0.3 | -4 | 0.0 | -7
O=C(c1ccc(F)c(F)c1)N1CCCc2ccccc21 | 0 | 98 | -10 | 0 | -6 | -12 | -0.1 | -3 | 0.0 | -7
COc1ccc(CNC(=O)C/C(C)=N/NC(=O)c2cnccn2)cc1 | 0 | 97 | -1 | 3 | 10 | -4 | 1.8 | 2 | -0.2 | 5
COc1ccccc1N(CC(=O)NCCSCc1ccccc1)S(C)(=O)=O | 0 | 100 | 1 | . | -20 | 5 | -0.1 | -5 | 0.1 | -1

Laid out differently: results already given
canonical_smiles,Glyco luc inh,ABCB6 inh 2,Granule exo inh,Vif imaging,CaV13 FRET inh,PDI turbidity,hiPSC survival,HTR2A ag,aDG glyco up,H9c2 protect
O=c1cc(CN2CCN(c3ccc(F)cc3)CC2)nc2sccn12,-2,98,3,23,-6,14,4.5,0,-0.1,2
Cc1nc2ccccc2n1C1CCN(C(=O)Nc2ccccc2)CC1,2,92,8,9,1,1,-1.7,3,-0.1,-6

Compound activity: PubChem BioAssay, several laboratories

The order is random; about 3.1% have a hit in one of these screens.
